BB579 growth dn = yeast BB579 growth reduction in restrictive medium; S. cerevisiae BB579 growth, OD615, 48 h; inhibition, % at 10 µM; actives 0.51% (n = 140,000);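 active means inhibition above a set limit, 3 SD over the mean compound inhibition, cut at about 44% in these data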; further: inactives centre near -24
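Test system: Saccharomyces cerevisiae DeaD strain BB579, replicative lifespan model yeast | Buffer or medium: Restrictive CSMM-D medium | Doses: One dose, 10 µM compound with 0.25% DMSO | Incubation: 48 h exposure, 30 °C | Detection: Culture absorbance at 615 nm | Control set: Amphotericin B at 10 µg/mL as positive control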
Measles CPE = protection of cells from measles virus; actives 1.5% (n = 140,000); protection (pct of control), % at 4 µM; Measles virus-infected cells, CPE protection, absorbance; in the data active means protection mostly above about 24%, no sharp cut-off; inactive means mostly below about 26%; further: some compounds called inactive have numbers as strong as hits
MRP1 act = activators of MRP-1. H69AR cells + doxorubicin, viability rescue, CellTiter-Glo. viability increase, % at 10 µM. actives 0.61% (n = 140,000). AID 799;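 active means viability gain under doxorubicin at or above a set limit, the compound median plus 3 SD, cut at about 4.7% in these data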;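 further: MRP-1 overexpressing cells given doxorubicin 25 µM after compound pretreatment; 18-22 h compound pretreatment then 72 h with doxorubicin before readout; 0% = doxorubicin-only wells and 100% = vehicle-treated cells without doxorubicin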
Phagocyt inh = blocks phagocytosis by macrophages; actives 0.07% (n = 110,000); inhibition, % at 5 µM; AID 1029; J774A.1 macrophage IgG-bead phagocytosis, imaging;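 active means inhibition above the mean of the plate negative controls plus 5 SD, cut at about 13% in these data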;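 further: phagocytic index as fraction of beads internalized from green versus red external bead signal; plate controls were DMSO negative control for no effect and cytochalasin-D positive control for full effect; some results beyond the cut were filed as inactive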
NPY-Y2 antag = NPY-Y2 (human) receptor antagonism; NPY-Y2 expressing cells, antagonist mode; inhibition, % at 2.7 µM; actives 0.99% (n = 140,000); AID 793; in the data active means inhibition above about 17%;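 further: 0% = vehicle with agonist challenge and 100% = reference antagonist with challenge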
Target sequence (P49146 whole entry, looked up): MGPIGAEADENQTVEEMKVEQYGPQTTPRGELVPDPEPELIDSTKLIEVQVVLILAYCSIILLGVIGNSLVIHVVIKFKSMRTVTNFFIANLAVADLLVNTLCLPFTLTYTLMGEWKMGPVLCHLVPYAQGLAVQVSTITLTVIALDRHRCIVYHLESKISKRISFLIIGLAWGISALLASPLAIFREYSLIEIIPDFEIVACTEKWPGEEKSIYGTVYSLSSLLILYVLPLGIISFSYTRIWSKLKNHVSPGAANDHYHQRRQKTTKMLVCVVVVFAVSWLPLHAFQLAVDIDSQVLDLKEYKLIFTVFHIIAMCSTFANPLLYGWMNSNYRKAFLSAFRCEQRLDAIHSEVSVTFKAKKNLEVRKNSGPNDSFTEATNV
E-sel TNF inh = TNF alpha driven E-selectin expression inhibition. HUVEC TNFa-induced E-selectin immunofluorescence, high content. inhibition, % at 2 µM. actives 0.71% (n = 120,000). AID 1246;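 active means inhibition above the batch mean plus 3 SD, and confirmed as a hit on visual image review, cut at about 43% in these data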;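 further: 0% = TNF-stimulated DMSO wells and 100% = unstimulated control wells; not every result past the cut was called active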
Yeast lifespan up = yeast lifespan extension. inhibition of the nicotinamide effect, % at 10 µM. actives 0.68% (n = 130,000). S. cerevisiae growth with nicotinamide, OD615; deaD strain in restrictive glucose medium;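 active means inhibition above a set limit, placed 3 SD over the median of all compounds, cut at about 26% in these data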;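 further: 0% = nicotinamide-treated wells and 100% = cells grown without nicotinamide; some compounds called inactive have numbers as strong as hits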
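Buffer or medium: CSMM-D glucose medium, restrictive; test system: modified budding yeast, DeaD strain; compound: single dose 10 µM compound, 0.25% DMSO; schedule: culture preincubation 4 h, compound exposure 48 h, both 30 °C; detection: optical density (absorbance) at 615 nm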
GALR2 blocker = antagonists of human galanin receptor 2 (GALR2); O43603; AID 828; inhibition, % at 4 µM; GALR2-expressing cells, antagonist mode; actives 0.39% (n = 140,000); in the data active means inhibition above about 27%;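 further: cells stimulated with galanin 1-16 at roughly its EC80; 0% = agonist challenge control and 100% = basal control without agonist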
Target sequence (O43603 whole entry, looked up): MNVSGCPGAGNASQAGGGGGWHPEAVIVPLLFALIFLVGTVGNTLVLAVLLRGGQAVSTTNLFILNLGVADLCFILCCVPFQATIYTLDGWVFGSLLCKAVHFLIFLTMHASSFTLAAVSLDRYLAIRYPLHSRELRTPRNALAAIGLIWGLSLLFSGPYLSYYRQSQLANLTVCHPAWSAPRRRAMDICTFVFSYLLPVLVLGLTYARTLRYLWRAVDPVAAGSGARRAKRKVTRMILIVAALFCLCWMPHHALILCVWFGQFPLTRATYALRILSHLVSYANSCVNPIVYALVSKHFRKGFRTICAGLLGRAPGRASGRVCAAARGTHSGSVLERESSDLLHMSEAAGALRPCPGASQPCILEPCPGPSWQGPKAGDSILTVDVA
HCT116 bCat-KO = beta-catenin-lacking colon tumor cell growth suppression | HCT116 beta-catenin knockout viability, CellTiter-Glo, 60 h; active compounds read low | viability, % at 10 µM | actives 1.5% (n = 140,000);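 active means viability at or under a set limit, the compound median less 4 SD, cut at about 6% in these data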;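 further: 0% = Hyamine 1622 control at 20 µM and 100% = untreated cell control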
HCT116 PTEN-null = suppresses growth of cells with PTEN deletion. HCT116 PTEN-null viability, CellTiter-Glo, 60 h; active compounds read low. AID 827. actives 1.2% (n = 140,000). viability, % at 10 µM;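 active means viability at or below a set limit, 4 SD under the median of all tested compounds, cut at about 3.7% in these data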;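 further: PTEN knockout HCT116 line with beta catenin targeted HCT116 as companion control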
An asterisk follows results filed as active; . = no result given.

SMILES	BB579 growth dn	Measles CPE	MRP1 act	Phagocyt inh	NPY-Y2 antag	E-sel TNF inh	Yeast lifespan up	GALR2 blocker	HCT116 bCat-KO	HCT116 PTEN-null
COc1ccccc1CNC(=O)c1c(O)c2cc(OC)c(OC)cc2[nH]c1=O	-92	15	-1.7	0	-2	1	-1	-2	90	95
O=C1NC(=O)C2(CCC(C(=O)O)C2)N1 (stereo not given)	-6	3	-0.7	.	-1	-13	.	18	90	95
CCCCCCSc1nsc(NC(=O)CC(C)C)n1	-21	7	-3.0	-4	6	.	3	-5	74	67
Cc1ccc2cc(CN(Cc3cccs3)Cc3nnnn3CC3CCCO3)c(=O)[nH]c2c1 (stereo not given)	-32	31*	-1.5	-2	4	35	2	-7	90	89
CCC(C)c1ccc(S(=O)(=O)N2CC(=O)Nc3ccccc32)cc1 (stereo not given)	7	17	-3.4	-3	0	.	1	-21	90	101
Nc1nc(N)nc(-c2ccccn2)n1	-19	5	-3.3	-1	3	13	-6	7	82	78
O=C(CSc1n[nH]c(-c2ccc(S(=O)(=O)NC3CCCCC3)cc2)n1)N1CCCC1	-44	5	-3.2	0	0	-3	-26	2	92	75
CC1CN(CC(=O)Nc2cccc(C(=O)Nc3cccc(C(F)(F)F)c3)c2)CC(C)O1 (stereo not given)	-45	12	-2.7	-1	-2	-16	-18	4	58	43
O=C(c1ccc(CN2CCOCC2)cc1)N1CCN(Cc2ccccc2)CC1	-21	44*	-0.1	0	1	-12	-6	1	106	103
COc1ccc2c(c1OC)C(=O)N1c3ccccc3SC21 (stereo not given)	-37	15	1.0	-3	3	3	-22	4	103	99
O=C(OC(C(=O)NC1CCCCC1)c1ccccn1)c1cccs1 (stereo not given)	-15	7	-2.3	.	-1	16	-11	-4	89	100
CCOC(=O)c1c(NC(=S)Nc2cc([N+](=O)[O-])ccc2OC)sc2c1CCCCC2	-47	5	-1.8	-8	1	-25	-8	1	83	89
Cc1cccc(CSC2=NCCN2C(=O)C2CC2)c1	12	6	3.5	-2	2	.	-17	-6	97	95
O=C(c1ccc(CNc2c(NC3CCCCC3)c(=O)c2=O)cc1)N1CCc2ccccc21	-28	3	-3.7	1	1	12	-7	1	91	83
CCOC(=O)c1ccc(NC(=O)CCOc2ccc(C)cc2)cc1	5	10	3.9	1	5	-38	-13	-10	92	90
CCC(Sc1nc(C)cc(=O)[nH]1)C(=O)Nc1sc2c(c1C#N)CCCC2 (stereo not given)	-48	6	-1.7	-1	6	10	0	-11	105	95
O=C(CSc1nnc(Cc2ccccc2)n1-c1ccc(Cl)cc1)N1CCOCC1	-41	29	-2.2	2	2	18	-6	-1	93	93
O=C(C[n+]1cccc(NC(=O)c2ccccc2)c1)c1ccccc1	-22	41	-2.1	0	5	-52	-4	2	73	82
COc1ccc(C(=O)Nc2ccc(S(=O)(=O)NCc3ccco3)cc2)cc1OC	-12	6	-2.4	2	-1	-5	11	6	97	93
CSc1nc(C)cc(SCCO)n1	-6	1	-2.1	3	1	.	-11	0	99	114
N=C1C(c2nc3ccccc3[nH]2)=C(O)CN1c1ccc(F)cc1	-13	2	-0.7	2	1	28	-6	-6	103	109
COc1ccc(OC)c(CNC(=O)C2CCN(S(=O)(=O)N3CCCC3)CC2)c1	-32	10	-0.1	-2	1	10	0	0	98	102
O=C(O)CCNC(=O)c1ccccc1	-53	23	-1.1	.	-1	.	7	15	93	101
O=C(COC(=O)c1cc([N+](=O)[O-])ccc1NCc1ccccc1Cl)NCC(F)(F)F	-15	3	-4.9	.	1	-27	25	-3	46	49
Cc1cccc(NC(=O)COc2ccc(Br)cc2/C=N/O)c1	-28	39	-3.2	2	12	.	-3	0	92	84

Gathered by group: those above containing a COOH group.
SMILES	BB579 growth dn	Measles CPE	MRP1 act	Phagocyt inh	NPY-Y2 antag	E-sel TNF inh	Yeast lifespan up	GALR2 blocker	HCT116 bCat-KO	HCT116 PTEN-null
O=C1NC(=O)C2(CCC(C(=O)O)C2)N1 (stereo not given)	-6	3	-0.7	.	-1	-13	.	18	90	95
O=C(O)CCNC(=O)c1ccccc1	-53	23	-1.1	.	-1	.	7	15	93	101

Additional compounds follow.
SMILES	BB579 growth dn	Measles CPE	MRP1 act	Phagocyt inh	NPY-Y2 antag	E-sel TNF inh	Yeast lifespan up	GALR2 blocker	HCT116 bCat-KO	HCT116 PTEN-null
COc1ccc(-n2c(Cc3cccn3C)nnc2SCC(=O)Nc2cccc(C)c2C)cc1	-30	18	-2.4	0	1	.	-4	4	87	97
CCOc1ccc(NC(=O)C2CC=CCC2C(=O)O)cc1 (stereo not given)	-10	3	-0.2	-2	1	-44	-3	-6	99	103
CCOC(=O)N1CCN(C(=O)COc2ccccc2OC)CC1	-18	7	-1.6	2	0	.	-3	4	83	76
COc1cccc(COc2cc3ccccc3nc2C)c1	-23	9	3.6	.	5	48	-29	40*	15	23
CCOC(=O)c1[nH]c(CSc2nnc(-c3ccc(OC)cc3)o2)c(C(=O)OCC)c1C	-26	1	0.8	-1	5	-26	-18	-2	35	18
O=c1c2cc(N3CCOCC3)ccc2[nH]c(=S)n1CCCN1CCCC1	-53	10	-3.8	-1	1	-20	-25	-3	88	83
CC1CCN(S(=O)(=O)c2ccc(S(=O)(=O)NCC3COCCO3)cc2)CC1 (stereo not given)	-71	3	-0.5	-1	-2	6	-5	-6	106	100
Nc1nnc(CCC2CCCCC2)s1	-13	4	-0.3	-2	0	2	-7	-7	92	94
COc1cccc(N(CC(=O)NC2CCCC2)C(=O)Cn2nnc(-c3ccc(C)cc3)n2)c1	-28	10	-1.2	-1	5	19	1	-7	83	86
CCC(C(=O)NCCN1CCN(C)CC1)n1c(C)c2cnn(-c3ccccc3)c(=O)c2c1C (stereo not given)	-9	31	-2.1	0	1	.	-19	13	93	92
COc1ccc(-c2cc(C(=O)Nc3c(C)nn(Cc4ccccc4Cl)c3C)no2)cc1	-16	1	-0.5	0	-2	4	-9	2	62	65
CCc1c(O)nc(SCc2ccccc2)n(C(C)CC)c1=O (stereo not given)	-28	3	-0.4	3	3	-17	25	3	108	89
CCN(CC)C(NC(=O)c1ccccc1)C(=O)c1ccccc1 (stereo not given)	19	20	-0.3	0	-1	-20	-4	-2	90	101
COc1ccc(/C=N/Nc2cc(OC)ncn2)cc1	-15	.	5.4*	-8	1	.	-9	-2	75	79
O=C(O)c1ccc(CSc2nnc(Cc3ccccc3)o2)cc1	17	5	0.2	-1	3	.	1	-9	85	88
CN(C)S(=O)(=O)c1ccc(C(=O)Oc2cc(=O)[nH]c3ccccc23)cc1	1	3	-3.5	-2	-2	2	14	-5	100	100
Cc1nc(-c2ccccc2)cn2c1nc1ccccc12	-4	24	-2.8	-5	3	.	-6	19	80	78
CCCCc1c(C)nn(-c2nnc3c4ccccc4n(C)c3n2)c1C	-26	3	3.3	2	8	.	-7	-3	70	77
CCC1(CC)C(=O)NC(=O)NC1=Nc1ccccc1	-6	13	-1.6	7	-1	.	9	-3	90	95
CCN(CC)S(=O)(=O)c1ccc(S(=O)(=O)N(CC(=O)Nc2ccccc2)Cc2ccco2)cc1	2	9	-3.5	.	-1	11	.	11	98	81
CC(NC(=O)COC(=O)c1ccc2c(c1)S(=O)(=O)N=C1CCCCCN12)C12CC3CC(CC(C3)C1)C2 (stereo not given)	-29	29	0.3	-5	14	.	2	-2	96	86
CCOc1ccc(-c2nnc(N)o2)cc1	-26	5	-1.7	-1	-1	19	-36	0	90	91
COc1ccc(NC(=O)c2cn(CCC#N)nc2-c2cccs2)cc1	-42	24	-3.5	-1	2	.	-1	0	91	88
CCN1CCN(C(=O)c2cc3c(=O)n(C)c4ccccc4c3n2C)CC1	-11	6	-3.7	-1	1	.	-9	1	80	96
CC1=NN(C(=O)CCc2ccccc2O)C(O)(C(F)(F)F)C1 (stereo not given)	-4	12	0.5	-8	0	.	3	-21	97	107

Going on with the list.
SMILES	BB579 growth dn	Measles CPE	MRP1 act	Phagocyt inh	NPY-Y2 antag	E-sel TNF inh	Yeast lifespan up	GALR2 blocker	HCT116 bCat-KO	HCT116 PTEN-null
Cc1ccc(NC(=O)COC(=O)COc2ccc(Cl)cc2)c([N+](=O)[O-])c1	-55	18	-1.1	-4	3	2	-1	4	101	96
O=C(CNC(=O)c1cccs1)NCC(=O)OCc1ccc(Cl)cc1	-6	14	0.8	.	-1	-37	2	-6	101	102
N#Cc1cn(CC(=O)NCCc2c[nH]c3ccccc23)c2ccccc12	-32	5	-3.2	-2	-1	-2	-8	8	84	64
Cc1cc(C(C)(C)C)cc(S(=O)(=O)NCC(=O)O)c1C	-17	4	-1.3	-3	2	9	1	-2	109	104
CCCCn1nc2cc(C(=O)NCc3cc(C(F)(F)F)cc(C(F)(F)F)c3)ccc2c1OC	-39	2	1.4	-1	1	.	-3	-7	95	97
CCn1c2ccccc2c2nnc(SCc3ccccc3)nc21	-54	20	-3.9	0	13	-5	-1	-6	76	68
COC(=O)CSc1nc2c(c(=O)[nH]c(=O)n2C)n1CCC(C)C	-29	7	-1.0	.	1	-4	-11	-5	99	106
COc1cc(CC(C#N)(CO)c2nc3ccccc3[nH]2)ccc1OC(F)F (stereo not given)	-30	15	-1.5	-7	1	.	4	-4	84	78
CC1(C)CC(=O)C(C(C2=C(O)CC(C)(C)CC2=O)c2ccco2)C(=O)C1 (stereo not given)	-53	3	-2.2	.	4	-32	34	-5	103	103
OC(CNCC1CCCO1)Cn1c2ccc(Cl)cc2c2cc(Cl)ccc21 (stereo not given)	-66	18	-6.6	.	-2	25	-33	-23	1.5*	2.1*
Cc1ccc(-c2nnc(SCC(=O)N/N=C/c3ccc(C)s3)n2-c2ccc(C)cc2)cc1	-24	14	-1.8	-6	5	6	0	-7	80	69
O=c1[nH][nH]c(-c2ccccc2O)c1C(C[N+](=O)[O-])c1ccccc1 (stereo not given)	-21	22	-3.6	-8	2	.	12	5	5.7*	4
Cc1cc(C)c(NC(=O)c2ccc[n+](Cc3ccc([N+](=O)[O-])cc3)c2)c(C)c1	-26	10	-0.7	-9	3	14	0	3	92	100
Cc1cc(C)nc(Nc2n[nH]c(-c3ccc(N)cc3)n2)n1	-49	26*	-2.0	-3	1	.	-13	-11	100	94
COc1ccccc1N=NC1=C(O)CC(C)(C)CC1=O	-32	4	-3.0	-2	1	-11	-1	-10	89	94
CNS(=O)(=O)c1cccc(C(=O)OCC(=O)/C=C2/N(C)c3ccccc3C2(C)C)c1	-54	14	-0.4	1	3	.	-1	9	50	45
Cn1c(CSc2nc3ccccc3s2)nnc1SCC(=O)NCc1cccnc1	-4	7	-1.4	.	1	7	.	7	91	87
CCn1c(C(C)NC(C)=O)nc2ccccc21 (stereo not given)	18	2	-1.6	0	2	22	-3	-7	98	98
CCc1nnc(NC(=O)CSc2nnnn2C)s1	-9	23	0.4	.	2	-14	.	-3	89	93
CCOC(=O)c1cc2c(=O)n3ccccc3nc2n(CCCOC)c1=NC(=O)c1cccnc1	-37	5	-2.4	.	0	25	-10	-19	94	105
O=C(Nc1ccc(OC(=O)c2ccncc2)cc1)c1ccncc1	-23	13	-1.3	.	6	-7	6	7	98	85
Cc1ccc(Cl)cc1NC(=O)CSC(N)=O	-44	39	-1.1	-1	-2	29	-8	-3	97	96

Compound activity: PubChem BioAssay, several laboratories

Rows were taken by chance. About 6.3% of those tested had a hit in this group.
